GalR3 antag: antagonists of human GalR3. inhibition, % at 3 µM. O60755. 360,000 compounds, 0.44% hits. HEK293 GalR3-CNG cAMP membrane potential fluorescence; galR3 body fused to GalR1 C-terminus. AID 651719;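 active means inhibition above the screen-wide average plus 3 SD, cut at about 13% in these data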;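 further: forskolin and galanin both at EC90 stimulate the cells; cAMP rise reported by CNG channel membrane potential dye signal; 0% = forskolin plus galanin with DMSO and 100% = forskolin alone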
Target sequence (O60755 1-299 limits assumed): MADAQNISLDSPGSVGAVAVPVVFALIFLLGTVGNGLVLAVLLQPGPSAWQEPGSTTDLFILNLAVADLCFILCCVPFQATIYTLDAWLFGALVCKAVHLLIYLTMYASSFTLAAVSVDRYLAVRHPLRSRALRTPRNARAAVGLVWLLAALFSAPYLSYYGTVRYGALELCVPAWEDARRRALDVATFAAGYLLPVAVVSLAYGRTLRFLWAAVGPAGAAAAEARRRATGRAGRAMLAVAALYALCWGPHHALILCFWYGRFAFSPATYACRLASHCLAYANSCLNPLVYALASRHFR
* hit, by the source's call. An excerpt; rates above refer to the full screens.

`CCCc1cc(NCCOCCO)n2c(nc3ccccc32)c1C#N` gave GalR3 antag -3.
For CC1=C(C(=O)N(C(C)C)C(C)C)CC(CC(=O)NCCCCc2ccccc2)C(=O)N1Cc1ccc(F)cc1 (stereo unspecified) the results were GalR3 antag -6.
Screening COc1cc(N2C(=O)C=CC2=O)ccc1N1C(=O)C=CC1=O returned GalR3 antag -4.
CCCCCCCCN1C(=O)[C@@H](CC(=O)NCCCN2CCCC2=O)C[C@@]2(C(=O)OC)C1=C[C@H](C1CCCC1)O[C@@H]2C was read as GalR3 antag 0.
Cc1ccc(Cl)cc1-c1cc(C(=O)NCc2ccccc2)[nH]n1 was read as GalR3 antag -4.
For COc1ccc(-c2cc(=O)c3c(C)cc(O)cc3o2)cc1 the results were GalR3 antag -7.
Screening CC(C)C(C(=O)NCc1ccccc1)N(C)Cc1ccc(Cl)c(Cl)c1 (stereo unspecified) returned GalR3 antag -8.
For Nc1ncnc2c1ncn2[C@@H]1O[C@H](C(=O)NCC(F)(F)F)[C@@H](O)[C@H]1O the results were GalR3 antag -10.
Screening COc1ccc(-c2ccc3[nH]c4c(c3c2)CCN2C[C@H]3[C@H](C)ON(C)[C@H]3C[C@@H]42)cc1 returned GalR3 antag -2.
For N#CCCn1nc2c(c1N)CCC2 the results were GalR3 antag -5.
For COCCNC(=S)N1C[C@H]2CON(C)[C@H]2C[C@H]1c1ccccc1Br the results were GalR3 antag 1.
Screening CCN(CC)c1cc2c(c3c1ccn3C)C1CCC2O1 (stereo unspecified) returned GalR3 antag -2.
For COc1ccc(C(O)c2nc(-c3cnn(C)c3)cs2)cc1 (stereo unspecified) the results were GalR3 antag -7.
Screening CC(C)Nc1ncnc2c1ncn2[C@H]1CN(Cc2ccco2)C[C@@H](CO)O1 returned GalR3 antag 5.
`CCCCOCCCNC(=O)C[C@@H]1C[C@@]2(C(=O)OCC)CCCC=C2N(CCc2ccc(OC)c(OC)c2)C1=O` gave GalR3 antag -3.
For COc1ccc2oc(-c3ccccc3)cc(=O)c2c1 the results were GalR3 antag -8.
COc1ccc(Cc2nc3ccc(C(=O)NCCc4ncccc4C)cc3o2)cc1OC was read as GalR3 antag -9.
For Cc1cc(NC(=O)CSc2nnc3ccc(-c4ccccc4)nn23)no1 the results were GalR3 antag 0.
For COc1ccc2nc(SC(C)C(=O)NC3CCCCC3)[nH]c2c1 (stereo unspecified) the results were GalR3 antag -1.
Screening COC(=O)C1=C(C)N(Cc2ccc(C(F)(F)F)cc2)C(=NCc2ccccc2C(F)(F)F)NC1c1ccc(F)cc1 (stereo unspecified) returned GalR3 antag -5.
`COC(=O)C1(C(=O)OC)C[C@H](c2ccc(OC)cc2)N(Cc2ccccc2OC)[C@@H]1c1ccccc1` gave GalR3 antag -3.
`NC(COCc1ccccc1)c1csc(NC(=O)Nc2cccc(C(F)(F)F)c2)n1` (stereo unspecified) gave GalR3 antag -9.
`COc1ccc(NC(=O)C2Cc3c(-c4cccc(NC(C)=O)c4)ccnc3O2)cc1` (stereo unspecified) gave GalR3 antag 3.
`Cc1ccccc1CNC(=O)C(=O)NCC1CCCN1S(=O)(=O)c1cccs1` (stereo unspecified) gave GalR3 antag 0.
Screening Cc1nnc2nc(N)[nH]n2c1=O returned GalR3 antag -9.
For COc1cc(-c2cc3nc(NCCc4ccc(S(N)(=O)=O)cc4)ccn3n2)cc(OC)c1OC the results were GalR3 antag 0.
Cc1ccc(NC(=O)c2ncn(CCCN3CCN(Cc4cccc5ccccc45)CC3)n2)cc1C was read as GalR3 antag -11.
Screening Cc1cnc(C(=O)OCC(=O)c2cc(C)n(CCc3ccc(F)cc3)c2C)cn1 returned GalR3 antag -9.
Screening CCC(=O)N1Cc2cc(C(=O)NCc3cccc(F)c3)nc(-c3cccc(C4=CCCC4)c3)c2[C@H]1CCO returned GalR3 antag -6.
`COc1ccc2c(c1)[C@@]1(OCCC=C[C@H]1C)C(=O)N2CC1CC1` gave GalR3 antag -9.
`COc1ccc(CN2C[C@@H](CO)O[C@@H](n3cnc4c(N5CCN(c6ccccc6)CC5)ncnc43)C2)cc1` gave GalR3 antag -7.
Screening COc1cccc(C(NC(C)=O)c2nc(-c3ccc4ccccc4c3)cs2)c1 (stereo unspecified) returned GalR3 antag -2.
Screening CCOc1ccc(C(=O)NC2C(=O)N3C(C(=O)O)=C(COC(C)=O)CSC23)cc1OCC (stereo unspecified) returned GalR3 antag -1.
Screening Nc1ccc(S(=O)(=O)NCC2CCCCO2)cc1 (stereo unspecified) returned GalR3 antag 4.
CC1(Cc2cccc(C(F)(F)F)c2)C(=O)Nc2c(Cl)ccc(Cl)c21 (stereo unspecified) was read as GalR3 antag -5.
`NC(=O)c1ccc(NC(=O)COC(=O)C23CC4CC(CC(C4)C2)C3)cc1` gave GalR3 antag -5.
`COc1cccc(NC(=O)C(=O)NCC2CCCN2S(=O)(=O)c2cccs2)c1` (stereo unspecified) gave GalR3 antag -4.
`COCCCN1C(=O)C(CC(=O)NCCN2CCOCC2)CC(C(=O)N(C)C)=C1C` (stereo unspecified) gave GalR3 antag -5.
Screening Cc1nc(C(=O)N2CCC(C)(C(=O)NS(=O)(=O)C3CC3)C2)c(C)o1 (stereo unspecified) returned GalR3 antag 0.
Screening CCC(C)CN1C(=O)CSCC1(C)C(=O)Nc1ccc2c(c1)OCCO2 (stereo unspecified) returned GalR3 antag -5.

2 compounds drawn at random from those above:
`COc1ccc2c(c1)[C@@]1(OCCC=C[C@H]1C)C(=O)N2CC1CC1` gave GalR3 antag -9.
Screening CCC(C)CN1C(=O)CSCC1(C)C(=O)Nc1ccc2c(c1)OCCO2 (stereo unspecified) returned GalR3 antag -5.

Arranged by formula weight (descending): some entries from above.
For CC1=C(C(=O)N(C(C)C)C(C)C)CC(CC(=O)NCCCCc2ccccc2)C(=O)N1Cc1ccc(F)cc1 (stereo unspecified) the results were GalR3 antag -6.
`COc1ccc(CN2C[C@@H](CO)O[C@@H](n3cnc4c(N5CCN(c6ccccc6)CC5)ncnc43)C2)cc1` gave GalR3 antag -7.
Screening CCC(=O)N1Cc2cc(C(=O)NCc3cccc(F)c3)nc(-c3cccc(C4=CCCC4)c3)c2[C@H]1CCO returned GalR3 antag -6.
`COC(=O)C1(C(=O)OC)C[C@H](c2ccc(OC)cc2)N(Cc2ccccc2OC)[C@@H]1c1ccccc1` gave GalR3 antag -3.
For COc1cc(-c2cc3nc(NCCc4ccc(S(N)(=O)=O)cc4)ccn3n2)cc(OC)c1OC the results were GalR3 antag 0.
Cc1ccc(NC(=O)c2ncn(CCCN3CCN(Cc4cccc5ccccc45)CC3)n2)cc1C was read as GalR3 antag -11.
`COCCCN1C(=O)C(CC(=O)NCCN2CCOCC2)CC(C(=O)N(C)C)=C1C` (stereo unspecified) gave GalR3 antag -5.
Screening Cc1cnc(C(=O)OCC(=O)c2cc(C)n(CCc3ccc(F)cc3)c2C)cn1 returned GalR3 antag -9.
Screening COc1cccc(C(NC(C)=O)c2nc(-c3ccc4ccccc4c3)cs2)c1 (stereo unspecified) returned GalR3 antag -2.
Screening CC(C)C(C(=O)NCc1ccccc1)N(C)Cc1ccc(Cl)c(Cl)c1 (stereo unspecified) returned GalR3 antag -8.
`NC(=O)c1ccc(NC(=O)COC(=O)C23CC4CC(CC(C4)C2)C3)cc1` gave GalR3 antag -5.
Screening Cc1nc(C(=O)N2CCC(C)(C(=O)NS(=O)(=O)C3CC3)C2)c(C)o1 (stereo unspecified) returned GalR3 antag 0.
For COc1ccc(-c2cc(=O)c3c(C)cc(O)cc3o2)cc1 the results were GalR3 antag -7.
Screening CCN(CC)c1cc2c(c3c1ccn3C)C1CCC2O1 (stereo unspecified) returned GalR3 antag -2.
For COc1ccc2oc(-c3ccccc3)cc(=O)c2c1 the results were GalR3 antag -8.

(listing goes on)
CCOC(=O)C1=CCN(S(=O)(=O)c2ccccc2C)C1c1ccc(Br)cc1 (stereo unspecified) was read as GalR3 antag -6.
`CC(=O)Nc1cc2c(cc1Cl)-c1ccc(F)cc1C2O` (stereo unspecified) gave GalR3 antag -4.
Cc1ccccc1S(=O)(=O)NC(=O)C1(C)CCN1C(=O)C1(c2ccc(Cl)cc2)CCC1 (stereo unspecified) was read as GalR3 antag -7.
CC(C)(C)c1cccc(N/C(=C\C(=O)c2ccccc2)c2ccccc2)c1 was read as GalR3 antag -4.
Screening Cc1cccc(C2=NN(c3ccccc3)[C@H](CO)[C@H]2c2ccc(Cl)cc2)c1 returned GalR3 antag -6.
C#CCNC(=O)C[C@H]1C[C@@]2(C(=O)OC)C(=C[C@H](C3CCCC3)O[C@@H]2C)N(Cc2ccccc2)C1=O was read as GalR3 antag 4.
For C[C@H](CO)N1C[C@H](C)[C@H](CN(C)C(=O)Nc2ccc(N3CCCCC3)cc2)OCc2cnnn2CCCC1=O the results were GalR3 antag -4.
For COC(=O)c1cc(S(=O)(=O)Nc2cccc(-c3ccno3)c2)c[nH]1 the results were GalR3 antag -7.
For FC(F)(F)c1cccc(-c2cc3nc(NCCOc4ccccc4)ccn3n2)c1 the results were GalR3 antag -5.
Screening COc1ccc(C)cc1NC(=O)C(c1ccccc1)N1CCN(CC(=O)NC2CC2)CC1 (stereo unspecified) returned GalR3 antag -3.
For Cc1ccc(S(=O)(=O)N2C[C@H]3N(C(=O)OC(C)C)N(C(=O)OC(C)C)C[C@H](OC(=O)NC4CC4)[C@@]3(O)C2)cc1 the results were GalR3 antag -7.
CSCC[C@H](CO)NC(=O)[C@H]1O[C@@H](n2cnc3c(N)ncnc32)[C@H](O)[C@@H]1O was read as GalR3 antag 0.
Screening CCCn1c(N)c(N(CCOC)C(=O)c2ccc(S(=O)(=O)N3CCOCC3)cc2)c(=O)[nH]c1=O returned GalR3 antag -9.
`CN1C(=O)[C@@]2(C3=C(CCCC3=O)OC3=C2C(=O)OC2(CCCCC2)C3)c2ccccc21` gave GalR3 antag 2.
Cn1c(=O)c2cc(NC(=O)CC(C)(C)C)ccc2n1-c1ccccc1F was read as GalR3 antag -4.
For O=C(NCC(c1ccco1)N1CCCCC1)c1cccc(S(=O)(=O)Nc2ccc(F)cc2)c1 (stereo unspecified) the results were GalR3 antag -6.
`Cc1cc(C(=O)NNC(=O)c2ccc(C)c([N+](=O)[O-])c2)c(C)o1` gave GalR3 antag -3.
Screening O=C1NCCN1CCNc1nc(NCc2ccccc2)nc2ccsc12 returned GalR3 antag -4.
Screening Nc1nc2c(C(=O)N3CCCC3)nnn2c2ccccc12 returned GalR3 antag -6.
`Cc1cn([C@H]2C[C@H](O)[C@@H](CNC(=O)[C@H](N)Cc3cn(COCc4ccccc4)cn3)O2)c(=O)[nH]c1=O` gave GalR3 antag -6.
Screening CCOc1cc(N2CCOCC2)c(OCC)cc1NC(=O)c1ccc(S(=O)(=O)N2CC(C)OC(C)C2)cc1 (stereo unspecified) returned GalR3 antag -4.
O=C(C1CCCCC1)N1C[C@@H](n2cc(C3CC3)nn2)[C@H](O)C[C@@H]1c1ccc(Cl)cc1 was read as GalR3 antag -5.
`O=C(CCNC(=O)c1ccc(Cl)cc1)Nc1cc(C(F)(F)F)ccc1N1CCOCC1` gave GalR3 antag -6.
Screening Cc1ccc(Nc2n[nH]c(=S)s2)cc1C returned GalR3 antag -1.
COc1ccc(NC(=O)C2Cc3c(-c4cccc(C(N)=O)c4)ccnc3O2)cc1OC (stereo unspecified) was read as GalR3 antag -7.
For CCOC(=O)C1CCCN(C(=O)c2c(-c3ccccc3)noc2C)CC1 (stereo unspecified) the results were GalR3 antag -9.
For COc1ccc2[nH]c3c(c2c1)CCN1C(=O)C(CC(=O)NCCC2=CCCCC2)C[C@H](C(=O)N(C(C)C)C(C)C)[C@@]31C (stereo partly specified) the results were GalR3 antag -2.
For Nc1sc(-c2ccccc2)cc1C(=O)N1CCN(c2ccccc2)CC1 the results were GalR3 antag -7.
COc1ccc(NC(=O)C(c2cc3ccccc3o2)n2c(=O)c(-c3cc4ccccc4[nH]3)nc3ccccc32)cc1 (stereo unspecified) was read as GalR3 antag -7.
For CCc1nc2ccc(C(=O)NCc3ccc4c(c3)OCO4)cn2c1N(C)C(=O)Cc1ccccc1 the results were GalR3 antag -5.
CN1C[C@@H](CO)O[C@@H](n2cnc3c(N4CCOCC4)ncnc32)C1 was read as GalR3 antag -8.
Screening Cc1cccc([C@H]2[C@@H]3C=CC[C@@H](C)[C@@H]3C(=O)N2Cc2ccccc2)c1 returned GalR3 antag -1.
For Cn1nc(-c2ccccc2)cc1NC(=O)[C@@H]1O[C@H](CO)[C@H](O)[C@H](O)[C@H]1O the results were GalR3 antag -6.
CN1CCC(C(=O)C(=O)O)C1=O (stereo unspecified) was read as GalR3 antag -3.
For CN(CC(=O)NC(=O)NC1CCCCC1)CC(=O)Nc1ccccc1C(F)(F)F the results were GalR3 antag -9.
COc1ccc(C(O)c2nc(-c3cccs3)cs2)cc1 (stereo unspecified) was read as GalR3 antag -7.
O=S(=O)(O)c1cc(O)c2cc(Nc3ccccc3)ccc2c1 was read as GalR3 antag 2.
`CC1(C(=O)Nc2ccc(Cl)c(Cl)c2)CCN1C(=O)CC(c1ccccc1)c1ccccc1` (stereo unspecified) gave GalR3 antag -6.
For CCc1ccc(OC2(C)CCN(Cc3ccc(SC)cc3)C2)cc1 (stereo unspecified) the results were GalR3 antag -4.
`CN(Cc1cccc(Cl)c1Cl)C(=O)c1ccccc1SCC(=O)N1CCCC1` gave GalR3 antag -5.
`Cc1ccn2cc(C(=O)Nc3cccc(C(=O)NC4CC4)c3)nc2c1` gave GalR3 antag -3.
For CN(C)c1ncnc2c1ncn2[C@H]1CN(Cc2ccc(Cl)cc2)C[C@@H](CO)O1 the results were GalR3 antag -5.
CC(C)CCN1C(=O)CSCC1(C)C(=O)Nc1ccc2c(c1)OCCO2 (stereo unspecified) was read as GalR3 antag -7.
For CCCc1c(C(=O)N/N=C(\C)c2ccccc2O)nnn1-c1nonc1N the results were GalR3 antag -5.
For CCOC1=C2CN(S(=O)(=O)c3ccc(C)cc3)[C@H](c3ccccc3)C[C@H]2[C@H]2C(=O)N(c3ccccc3)C(=O)[C@H]2C1 the results were GalR3 antag -2.
Screening CC1CC(C)CN(S(=O)(=O)c2ccc(C(=O)OCC(=O)Nc3ccccc3)cc2)C1 (stereo unspecified) returned GalR3 antag -4.

Screening results as filed in PubChem BioAssay.
